# CF NFkB block: cystic fibrosis NF-kB activation inhibition; KKLEB NF-kB-GFP reporter, PAF-induced, GFP fluorescence overnight; AID 588850; inhibition, % at 5 µM; 0.86% of 360,000 active;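 active = at least 50% inhibition at 5 µM, scaled per plate between neutral and stimulator controls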;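 also: PAF is a Pseudomonas aeruginosa culture filtrate used as stimulus; plate controls were PAF-stimulated DMSO wells for no effect and unstimulated DMSO wells for full effect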
# Shn3 3UTR inh: reduces Shn3 3'UTR luciferase signal in osteoblasts; 0.52% of 360,000 active; inhibition, % at 12.5 µM; Clone20 osteoblast Shn3 3'UTR firefly luciferase, 24 h;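 active = mean inhibition of at least 75% with every replicate also reaching 75%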;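 also: 0% = median of neutral control wells and 100% = pilot-screen positive control compound; some compounds past the cut are filed as inactive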
# NR2E3 ag-1: agonists of human NR2E3 nuclear receptor; CHO-S Gal4-NCOR/VP16-NR2E3 two-hybrid, luciferase; inhibition of corepressor binding, % at 3.98 µM; 0.35% of 360,000 active; AID 602229;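 active = inhibition above the mean of all tested compounds plus 3 SD, cut at about 70% in these data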;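 also: 0% = DMSO with NR2E3 transfected cells and 100% = cells lacking NR2E3 construct; higher means lower luciferase signal from less NR2E3 corepressor binding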
# Target sequence (Q9Y5X4 whole entry, looked up, the tested form may be a part): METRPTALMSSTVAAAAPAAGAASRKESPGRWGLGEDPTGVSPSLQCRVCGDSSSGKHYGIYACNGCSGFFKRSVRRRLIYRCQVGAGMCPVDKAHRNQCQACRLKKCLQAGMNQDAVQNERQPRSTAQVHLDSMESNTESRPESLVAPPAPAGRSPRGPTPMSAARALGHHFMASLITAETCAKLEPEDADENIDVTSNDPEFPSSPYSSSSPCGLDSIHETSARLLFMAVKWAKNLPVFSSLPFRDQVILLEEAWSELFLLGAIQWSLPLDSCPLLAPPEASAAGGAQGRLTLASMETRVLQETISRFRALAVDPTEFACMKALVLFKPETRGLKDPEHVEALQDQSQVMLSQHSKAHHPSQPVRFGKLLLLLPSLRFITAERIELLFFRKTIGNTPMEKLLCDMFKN
# TRPM1 prom inh: reduces MITF-dependent TRPM1 promoter luciferase signal | inhibition, % at 12.5 µM | AID 488899 | SK-MEL-5 TRPM1 promoter luciferase, 24 h | 0.83% of 330,000 active;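 active = mean inhibition across replicates of 60% or more, whatever share of single replicates reaches that level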; also: values of inactives mirror those of a sister screen read the other way
# TROY signal inh: TROY signaling inhibition; Q293 LMP1-TROYcd NF-kB luciferase reporter, 4 h; inhibition, % at 10 µM; 0.98% of 360,000 active;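 active = compounds whose plate-normalised and pattern-corrected inhibition of the luciferase reporter signal at the single screening dose is 50% or more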
# C8 TRAIL sens: caspase-8 TRAIL sensitization; inhibition (viability loss, TRAIL sensitization), % at 10 µM; 1% of 360,000 active; NB7+C8 cells + TRAIL, ATPlite viability luminescence;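 active = compounds causing at least 50% loss of cell viability in the single-dose screen, relative to plate controls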
# TWEAK-Fn14 inh: TWEAK-Fn14 signaling inhibition; TWEAK-stimulated Fn14 reporter cells, luciferase luminescence, 8 h; inhibition, % at 10 µM; 2% of 360,000 active; AID 1159606; in the data active = inhibition above about 50%
# NR2E3 ag-2: agonists of human nuclear receptor NR2E3; inhibition of corepressor binding, % at 4.78 µM; 0.12% of 320,000 active; AID 2300; GST-NR2E3/biotin-RetCOR TR-FRET, 1536-well; Q9Y5X4;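 active = percent inhibition above the cutoff of mean plus 3 SD of all tested compounds, set per screening campaign, cut at about 20% in these data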;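 also: 0% = DMSO wells and 100% = biotin wells as full block of FRET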
#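 Test system: GST-NR2E3 and biotin-RetCOR proteins | Quantity: 1.35 nM GST-tagged NR2E3 final | Medium: Tris pH 7.5 | Also added: 7 nM biotin-RetCOR | Dosing: Compound at 4.8 µM, single dose | Timing: 5 h at 4 °C | Detection: Time-resolved FRET | Read-out basis: Percent inhibition | Benchmarks: Biotin wells as high control, 0.6% DMSO wells as low control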
# Peg3 promoter: Peg3 promoter activity inhibition | AID 588405 | inhibition, % at 20 µM | HeLa PEG-Prom luciferase reporter, luminescence, overnight | 1.7% of 360,000 active;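 active = inhibition of at least 50% at 20 µM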
# KKLEB cytotox: CF airway cell cytotoxicity counter-screen. activity change (cytotoxicity), % at 5 µM. KKLEB CF airway cells viability, ATPlite luminescence, overnight; stronger effect = lower value; cells stimulated with P. aeruginosa culture filtrate. 0.36% of 360,000 active;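 active = corrected activity change at or below -50% at 5 µM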
# HIF-2a block: blocks HIF-2a reporter activity; 786-0 RCC cells HIF-2a reporter, luciferase luminescence, overnight; inhibition, % at 18.8 µM; 0.72% of 360,000 active;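 active = inhibition of the luminescence signal of 40% or more relative to plate controls, in a single-dose primary screen at 18.75 µM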
# Starred values were filed as active, the others as inactive; x = not tested or not shown. Some of the compounds tested; rates above refer to the full screens.
Compound	CF NFkB block	Shn3 3UTR inh	NR2E3 ag-1	TRPM1 prom inh	TROY signal inh	C8 TRAIL sens	TWEAK-Fn14 inh	NR2E3 ag-2	Peg3 promoter	KKLEB cytotox	HIF-2a block
NS(=O)(=O)c1ccc(NC(=O)/C=C/c2cn(-c3ccccc3)nc2-c2cccc(Cl)c2)cc1	-12	2	-4	14	9	12	-17	5	12	11	10
Cc1ccc(S(=O)(=O)NNC(=O)c2sc(=S)n(C)c2C)cc1	10	-5	-4	7	1	27	2	-1	-1	10	6
CSCC(O)Cn1ncc2ccccc2c1=O (stereo not drawn)	-2	-14	-3	-13	-26	-19	0	-1	-49	-8	-46
Cc1ccc(C(=O)COC(=O)CNC(=O)C(c2ccccc2)c2ccccc2)cc1[N+](=O)[O-]	10	-21	-20	-8	10	-5	13	0	8	-6	13
c1ccc(Oc2ncnc3oc(-c4ccccc4)cc23)cc1	-4	-26	-17	-37	3	1	96*	1	-33	-3	-31
Cc1cccc(OCCCCNCc2ccccc2)c1	14	-7	-22	-5	10	7	-17	-3	0	-1	9
Cc1nc2cc(S(=O)(=O)N3CCC(C(=O)O)CC3)ccc2n1C1CCCC1	-3	-2	9	0	17	-9	14	6	15	-8	13
O=C(Nc1cccc(NC(=O)c2ccc(Br)o2)c1)c1ccccc1	-2	-9	-15	-4	-2	-14	-11	x	-61	10	-48
Cc1cccc(N=Cc2c(O)cc(C)oc2=O)c1	10	5	15	-8	-9	-4	-1	0	4	2	-4
COc1ccc(NC(=O)N(C)C[C@H]2Oc3ccc(NC(=O)Nc4ccc5c(c4)OCO5)cc3C(=O)N([C@H](C)CO)C[C@@H]2C)cc1	4	41	-25	-5	-19	11	-3	x	-6	10	-3
O=C(CSc1nnc(-c2ccncc2)o1)Nc1cccc(F)c1	6	-58	-24	-59	-18	-6	-12	1	-185	-15	-116
O=C(O)c1cccc(-c2noc(-c3cccc(Cl)c3)n2)c1	-5	78	-223	92*	-39	62*	29	-1	54*	-3	79*
Cc1cccn2cc(CCNC(=O)c3ccco3)nc12	16	-11	11	x	-5	1	4	3	-23	3	-55
CC(C)(C)c1ccc(Oc2ccc(NC(=O)CCCC(=O)O)cn2)cc1	-16	15	-16	4	-6	-7	-13	0	-4	13	17
CC[C@]1(c2cccc(C)c2)C(=O)N(C(=O)OC)N1C(=O)OC	16	-19	-8	38	-12	-10	10	1	-14	-18	24
CC(=O)Oc1ccc(C(=O)c2ccccc2)c(OC(C)=O)c1	-3	9	-12	-2	-5	-1	2	3	-3	7	3
CC(C)Oc1ccc2nnnn2n1	7	9	-11	-5	19	-8	8	-2	-5	-10	4
CCn1cnc2c1c(=O)n(CC(=O)N1CCc3ccccc31)c(=O)n2Cc1ccccc1	-7	18	-6	16	6	-17	7	3	16	-3	10
CCCCN1CC(=O)N2[C@H]3c4cc(Cl)ccc4OC[C@@H]3[C@H](C(=O)OCC)[C@]2(C)C1=O	16	23	4	0	-11	4	5	3	0	-11	7
C=CCNC(=O)/C(C#N)=C/c1c(N(Cc2ccccc2)Cc2ccccc2)nc2ccccn2c1=O	18	4	-9	10	23	-6	4	2	50*	3	26

# Given as labelled records: part of the list above.
> CC(C)(C)c1ccc(Oc2ccc(NC(=O)CCCC(=O)O)cn2)cc1
- CF NFkB block: -16
- Shn3 3UTR inh: 15
- NR2E3 ag-1: -16
- TRPM1 prom inh: 4
- TROY signal inh: -6
- C8 TRAIL sens: -7
- TWEAK-Fn14 inh: -13
- NR2E3 ag-2: 0
- Peg3 promoter: -4
- KKLEB cytotox: 13
- HIF-2a block: 17
> O=C(CSc1nnc(-c2ccncc2)o1)Nc1cccc(F)c1
- CF NFkB block: 6
- Shn3 3UTR inh: -58
- NR2E3 ag-1: -24
- TRPM1 prom inh: -59
- TROY signal inh: -18
- C8 TRAIL sens: -6
- TWEAK-Fn14 inh: -12
- NR2E3 ag-2: 1
- Peg3 promoter: -185
- KKLEB cytotox: -15
- HIF-2a block: -116

# (further entries)
Compound	CF NFkB block	Shn3 3UTR inh	NR2E3 ag-1	TRPM1 prom inh	TROY signal inh	C8 TRAIL sens	TWEAK-Fn14 inh	NR2E3 ag-2	Peg3 promoter	KKLEB cytotox	HIF-2a block
Cc1ccc(S(=O)(=O)N2CCCOC2CNC(=O)C(=O)NCc2ccccc2C)cc1 (stereo not drawn)	-4	15	12	5	-2	12	18	-3	15	11	-2
O=C1CCCc2c1nc(-c1ccco1)n2O	-3	-4	-20	-4	7	0	-2	-4	14	-4	5
CCCCN1C(=O)C(=O)c2cc(Cl)ccc21	63*	-1	-1	22	4	12	4	x	-2	-8	9
CC1SCC(=NOCc2c(Cl)cccc2Cl)CS1 (stereo not drawn)	1	-8	4	-26	-24	4	-41	0	-85	4	-161
COc1ccc(CCNC(=O)CSc2nccc(=O)[nH]2)cc1OC	-17	4	11	-36	-9	-7	-6	2	3	3	12
N=C1/C(=C\c2ccc(-c3cccc(C(=O)O)c3)o2)C(=O)N=C2SC=C(c3ccccc3)N12	-11	-31	-30	-25	-9	-3	-18	2	-50	6	-53
Fc1ccccc1N1CC(c2ccccc2)C(c2cccs2)=N1 (stereo not drawn)	8	4	5	4	-44	-6	-3	-1	6	-1	-28
CCCCn1c(N)c(N(CC(C)C)C(=O)c2ccc(F)c(S(=O)(=O)N3CCOCC3)c2)c(=O)[nH]c1=O	12	-8	-1	-1	0	-27	-5	1	8	5	22
COC(=O)c1sccc1NC(=O)c1ccc(OC)cc1OC	-1	7	-1	6	-69	-2	8	-3	-4	1	-58
CCCNC(=O)Nc1ccccc1C(=O)Nc1ccc(OC)cc1	-8	-6	4	4	-21	-2	-8	3	-6	6	3
O=C(CN1CCN(S(=O)(=O)N2CCCCC2)CC1)Nc1cc(Cl)cc(Cl)c1	11	1	-16	12	7	0	0	-2	15	0	11
Cc1ccccc1S(=O)(=O)N(CC(O)CN1C(=O)NC(C)(C)C1=O)c1ccccc1 (stereo not drawn)	3	51	-20	-14	12	-6	12	3	10	-5	13
CCN1CCN(CC(=O)Nc2sc3c(c2C#N)CCC(C)C3)CC1 (stereo not drawn)	-8	-2	29	-11	x	0	78*	2	41	-3	0
COC(=O)c1ccccc1NC(=O)Cn1c(=O)n(Cc2ccccc2)c(=O)c2c(C)c(C)sc21	21	14	3	1	18	-4	-22	-1	20	-13	11
N#Cc1cccc(S(=O)(=O)NCC(=O)NCCCc2ccccc2)c1	2	-29	-1	6	-16	-5	14	6	-15	2	3
COc1cc2[nH]c3c(=O)n(N)c(=O)[nH]c3c2cc1OC	1	4	-13	-5	5	-15	-2	-1	10	6	16
COc1ccccc1NC(=O)COC(=O)c1[nH]c(=O)[nH]c(=O)c1N	8	-20	10	-9	-2	3	13	x	14	-12	7
Cc1c(C(=O)N2c3ccccc3Sc3ccccc32)cccc1[N+](=O)[O-]	5	10	-32	2	-5	0	1	-2	11	-8	25
Nc1ncnc2c1ncn2[C@@H]1O[C@H](C(=O)NCC2CCN(Cc3ccccc3)CC2)[C@@H](O)[C@H]1O	4	5	-3	x	5	-5	-5	x	2	-20	12
COc1cc(-c2cnc3c(NC(C)=O)cc(-c4ccc(N5CCN(C)CC5)cc4)cn23)cc(OC)c1OC	-8	19	22	x	63*	41	54*	x	42	-4	39
Nc1ccc(Oc2ccc(F)cc2)nc1	-5	-10	3	-4	-3	-17	18	1	9	-1	7
O=C1c2ccccc2C(=O)N1CCC#C/C=C1\c2ccccc2C(=O)N1c1ccccc1	-2	9	-60	x	-18	10	-5	x	-11	-8	-33
CC(=O)Nc1ccc(S(=O)(=O)N(C)CC(=O)NC2CCCCCCC2)cc1	6	-5	5	-2	-16	-2	-10	x	0	8	-7
O=C1NC[C@H](CCCCN2C[C@H](Cc3ccc(O)cc3)N(CC3CCCCC3)C(=O)C2=O)N(Cc2ccccc2)C1=O	x	x	-19	x	-1	-1	10	x	x	x	1
CCSc1nnc(Cc2cc(=O)[nH]c(=O)[nH]2)n1-c1cc(C)ccc1C	6	-1	1	1	-4	-5	-3	2	8	-10	19
COc1ccc(OC)c(NC(=O)c2nnn(CC(=O)Nc3ccc4c(c3)OCO4)c2N)c1	-13	4	-5	6	3	0	-26	-5	-1	-7	-11
CC(C)S(=O)(=O)c1cnc(-c2ccccn2)nc1N	0	12	-23	-7	10	-5	18	7	2	9	-14
CC(C(=O)Nc1ccc(Cl)cc1)N1C(=O)NC2(CCCC2)C1=O (stereo not drawn)	-4	14	-17	5	-2	12	-31	-3	8	1	-2
CCOC(=O)N1CCN(C(=O)C[C@@H]2C[C@@]3(C(=O)OC)CCCCC=C3N(Cc3cccc4ccccc34)C2=O)CC1	x	x	-5	x	1	-5	30	x	x	x	5
CCCCc1c(O)nc(N2CCN(Cc3ccccc3)CC2)[nH]c1=O	2	8	6	3	-2	-6	6	4	2	18	22
CCN1C(=O)/C(=C\c2cn(CCC#N)nc2-c2ccc(F)cc2)SC1=S	-14	-15	17	-24	10	9	6	-1	11	9	20
C=CCOc1ccc(/C=C/C(=O)OCC(=O)NCCCc2ccccc2)cc1	21	-3	17	-13	-21	14	3	-4	1	-14	-8
C=C(C)COc1ccc2c(C)c(CC(=O)N3C[C@H]4C[C@@H](C3)c3cccc(=O)n3C4)c(=O)oc2c1C	-2	6	14	x	-21	4	-14	-1	-2	0	2
N#Cc1cc(Oc2cccnc2)c(Oc2cccnc2)cc1C#N	-14	3	-17	-1	-3	-18	-11	1	10	11	19
Cc1ccc(S(=O)(=O)Nc2ccc(N3CCN(C)CC3)nc2)cc1	-8	2	-5	0	7	-1	7	0	2	-3	9
COc1ccc(-c2cccc(C(=O)Nc3cccc(C(=O)O)c3)c2)cc1	-6	-38	-100	-34	-70	-5	-2	-1	-219	16	-166
Cc1ccc(C)c(OCC(=O)N/N=C\c2cccn2C)c1	14	7	-21	-4	-18	-3	-28	-6	-7	-3	-29
Cc1cc(C)n(-c2nc(-c3ccccc3)cs2)n1	10	-20	-86	-46	-58	-6	-10	2	-117	-2	-184
Cc1ccc(N(Cc2cc3ccccc3[nH]c2=O)C(=O)c2cccs2)cc1	-6	13	-30	-10	9	4	14	-2	11	4	24
CN(C)/C=C(\C#N)S(=O)(=O)c1ccc(Cl)cc1	3	-3	12	9	-6	1	-3	-3	4	-8	14
COc1cc(/C=N/NC(=O)CCOc2ccccc2C)cc(Br)c1O	-2	5	-6	8	-13	3	2	0	7	1	2
CC(C)(C)OC(=O)N1CCC[C@@H]1C(=O)N1CCC[C@@H]1C(=O)NCc1ccccc1Cl	x	x	-20	x	-18	1	23	x	x	x	-3
CS(=O)(=O)N1CCC(C(=O)Nc2ccccc2)CC1	-16	-5	-19	5	-14	-26	1	2	17	4	8
Cc1cc(Cl)cc2sc(NC(=O)C3CC3)nc12	-23	7	-24	-1	-16	7	-9	0	-16	4	-21
COC(=O)c1cc(=O)n2c(-c3ccc(OC)cc3)csc2n1	0	-7	2	8	-15	0	0	-1	12	-23	11
COc1ccc(S(=O)(=O)NCc2ccc3c(c2)OCO3)cc1OC	-8	-3	-7	12	10	-4	-5	5	-11	15	1
CCOc1ncccc1C(=O)OCC(=O)NCCc1ccc(OC)cc1	-6	-3	-24	0	10	-4	8	6	5	-9	6
